MEKK3 PB1 HTS: raises or lowers MEK5 binding to the human MEKK3 PB1 domain; Q99759; bead-based flow cytometry, Alexa488-MEK5 binding to MEKK3; actives lie on both sides; 0 = blocked by unlabeled MEK5, 100 = vehicle; binding response (% of control), % at 10 µM; 290,000 tested, 1.4% active;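 active = binding response more than 3 SD above or below the average of its plate-row segment, actives on both sides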;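 note: Alexa488 bead fluorescence after subtracting the streptavidin-only scavenger bead signal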
GPR7 antagonist: antagonists of human GPR7 (neuropeptides B/W receptor 1); inhibition, % at 4.4 µM; AID 1861; GPR7-expressing cells, fluorescence antagonist assay; 290,000 tested, 1.1% active; in the data active = inhibition above about 16%, passing the limit was not always enough;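 note: cells stimulated with the agonist NPW; 0% = agonist with vehicle and 100% = vehicle without agonist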
OXTR agonist: agonists of human oxytocin receptor; activation, % at 3 µM; AID 2435; CHO-OTR cells, Fluo-8 calcium fluorescence; normalized: DMSO 0%, oxytocin 100%; 320,000 tested, 0.32% active;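 active = activation above the mean of all tested compounds plus 3 SD, cutoff set per screening run, cut at about 20% in these data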;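 note: peak over basal fluorescence ratio from a 100 s FLIPR kinetic read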
Target sequence (P30559 whole entry, looked up): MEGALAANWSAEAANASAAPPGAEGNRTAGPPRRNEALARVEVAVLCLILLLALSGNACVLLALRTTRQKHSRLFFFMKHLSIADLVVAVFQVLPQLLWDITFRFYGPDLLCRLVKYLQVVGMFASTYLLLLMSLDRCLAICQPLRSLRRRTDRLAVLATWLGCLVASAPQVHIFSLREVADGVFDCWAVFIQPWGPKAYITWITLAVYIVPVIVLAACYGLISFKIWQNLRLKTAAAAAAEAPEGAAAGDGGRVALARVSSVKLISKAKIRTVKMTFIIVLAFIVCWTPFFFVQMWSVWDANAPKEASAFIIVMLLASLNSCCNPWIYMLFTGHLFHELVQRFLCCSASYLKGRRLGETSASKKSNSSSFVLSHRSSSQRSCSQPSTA
MEKK2 mut-MEK5: signal of MEK5 binding to mutant human MEKK2 PB1 domain | bead flow cytometry, Alexa488-MEK5 binding to MEKK2 mutant | percent response, % at 10 µM | 290,000 tested, 0.35% active | AID 1530; in the data active = percent response above about 24%, passing the limit was not always enough; note: inactives centre near 1; some results filed as inactive read as strong as hits; reference of the scale not given here
V1R ag counter: counter-screen for oxytocin receptor agonists: human V1a receptor agonists. activation, % at 3 µM. 320,000 tested, 0.25% active. P37288. CHO-V1R cells, Fluo-8 calcium fluorescence, agonist mode; 0% DMSO, 100% 3 nM vasopressin;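 active = activation above the mean activation of all tested compounds plus 3 SD, per screening run, cut at about 20% in these data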;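 note: signal is peak over basal fluorescence ratio across a 100 second FLIPR read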
Target sequence (P37288 whole entry, looked up): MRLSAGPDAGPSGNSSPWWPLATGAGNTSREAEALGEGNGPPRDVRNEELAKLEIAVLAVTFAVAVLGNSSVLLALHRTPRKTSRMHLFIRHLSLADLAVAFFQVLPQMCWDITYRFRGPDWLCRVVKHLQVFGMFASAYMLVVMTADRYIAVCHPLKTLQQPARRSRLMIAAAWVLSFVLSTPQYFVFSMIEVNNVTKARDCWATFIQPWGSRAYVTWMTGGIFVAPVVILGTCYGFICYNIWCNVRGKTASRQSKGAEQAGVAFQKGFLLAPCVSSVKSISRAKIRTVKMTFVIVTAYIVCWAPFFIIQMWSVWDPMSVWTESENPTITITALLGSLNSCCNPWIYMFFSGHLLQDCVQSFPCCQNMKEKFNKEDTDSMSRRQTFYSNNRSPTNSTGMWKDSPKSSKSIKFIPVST
NALP1 yeast inh: inhibitors of NALP1 inflammasome in yeast; S. cerevisiae NALP1/ASC/caspase-1 growth, X-gal OD620, 72 h; inhibition, % at 10 µM; 280,000 tested, 0.61% active; AID 2071; in the data active = inhibition mostly above about 24%, no sharp cut-off; inactive = mostly below about 32%; note: some compounds called inactive have numbers as strong as hits
GalR3 antagonist: antagonists of human GalR3. O60755. HEK293 GalR3-CNG cAMP membrane potential fluorescence; galR3 body fused to GalR1 C-terminus. inhibition, % at 3 µM. 360,000 tested, 0.44% active. AID 651719;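 active = inhibition above the screen-wide average plus 3 SD, cut at about 13% in these data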;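 note: forskolin and galanin both at EC90 stimulate the cells; cAMP rise reported by CNG channel membrane potential dye signal; 0% = forskolin plus galanin with DMSO and 100% = forskolin alone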
PHOSPHO1 block: inhibitors of human PHOSPHO1 phosphatase. Q8TCT1. inhibition, % at 13.3 µM. 290,000 tested, 1.1% active. recombinant PHOSPHO1, absorbance phosphatase assay; in the data active = inhibition above about 60%
Target sequence (Q8TCT1 whole entry, looked up): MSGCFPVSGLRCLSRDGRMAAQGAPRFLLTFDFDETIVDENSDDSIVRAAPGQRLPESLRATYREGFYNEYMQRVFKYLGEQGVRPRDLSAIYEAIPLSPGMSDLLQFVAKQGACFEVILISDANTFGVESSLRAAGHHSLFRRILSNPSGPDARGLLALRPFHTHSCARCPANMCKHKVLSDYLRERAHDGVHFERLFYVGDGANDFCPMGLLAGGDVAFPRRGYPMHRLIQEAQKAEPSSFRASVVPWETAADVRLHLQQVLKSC
MEKK2wt PB1 HTS: raises or lowers MEK5 binding to wildtype human MEKK2 PB1 domain | Q9Y2U5 | bead flow cytometry, Alexa488-MEK5 binding to MEKK2 WT; actives lie on both sides | binding response (% of control), % at 10 µM | 290,000 tested, 1.1% active; in the data active = binding response below about 67% or above about 130%
Starred values were filed as active, the others as inactive; x = no result given; [ ] = another dose, or the depositor's remark.

SMILES | MEKK3 PB1 HTS | GPR7 antagonist | OXTR agonist | MEKK2 mut-MEK5 | V1R ag counter | NALP1 yeast inh | GalR3 antagonist | PHOSPHO1 block | MEKK2wt PB1 HTS
CCn1c(O)c2ccc(C(=O)N=NC(=O)c3ccccc3)cc2c1O | 102 | 3 | -0.4 | -1 | 0.3 | -12 | -2 | 14 | 101
CCC(Sc1nc2c(c(=O)n1CC)SC(C)C2)C(=O)OC (configuration not stated) | 95 | -7 | -2.5 | -3 | -0.6 | 32 | x | 6 | 99
O=C(COc1ccccc1)Nc1ccc(S(=O)(=O)NCc2ccco2)cc1 | 99 | 2 | 4.5 | -1 | 3.9 | 1 | -5 | 13 | 98
CNC(=O)OC(C)CNS(=O)(=O)c1ccc(C)cc1 (configuration not stated) | 2.0*[inhibitor] | -7 | 0.7 | -21 | 1.3 | -2 | -5 | 11 | 2.0*[inhibitor]
CCCn1nc(NC(=O)c2cccs2)c2cc3cc(OC)ccc3nc21 | 98 | -26 | -2.5 | -2 | -1.2 | 17 | 0 | 4 | 102
Cc1cccc(NC(=O)CC(C)(C)C)c1 | 96 | 0 | -1.5 | 0 | 0.1 | -9 | -2 | 4 | 100
O=C(CN1C(=O)S/C(=C\C=C\c2ccccc2)C1=O)Nc1ccc(C(=O)O)cc1 | 102 | 7 | -0.2 | -14 | 0.3 | 17 | 0 | 33 | 92
CCOCC(=O)Nc1cc(C(=O)NCCC(C)C)ccc1Cl | 95 | -5 | -1.9 | -10 | 0.4 | 1 | x | -27 | 91
CC(OC(=O)c1ccccc1Nc1ccc(SC(F)F)cc1)C(N)=O (configuration not stated) | 100 | -12 | 0.7 | -1 | 4.5 | 32 | -3 | 7 | 96
O=C(c1ccc(C(=O)N2CCCCCC2)cc1)N1CCCCCC1 | 96 | 1 | 0.5 | 3 | 0.6 | -13 | -3 | -11 | 105
Fc1ccccc1NC(=S)N1CCCCC1 | 105 | -6 | 0.6 | -1 | -0.1 | 20 | -6 | -10 | 107
O=C1C(Cl)=C(N2CCCCCC2)C(=O)N1c1ccc(Br)cc1 | 101 | -26 | -0.8 | 3 | 1.1 | 13 | -10 | 25 | 102
CCN1CCc2c(C#N)c(NCc3ccccc3)nc(NCCO)c2C1 | 101 | 2 | 0.7 | 0 | 0.9 | -11 | -10 | -4 | 111
Cc1ccc(N(CC(=O)NCCc2ccc(Cl)cc2)S(=O)(=O)c2c(C)noc2C)cc1 | 98 | -1 | -2.4 | -1 | 0.0 | 19 | -8 | 15 | 96
CC(=O)Nc1ccc(NC(=O)CN(C)CC(=O)Nc2ccccc2Br)cc1 | 102 | -17 | -0.5 | 0 | 0.8 | 2 | 0 | 11 | 100
Cc1onc(-c2ccccc2)c1C(=O)N/N=C/c1ccc([N+](=O)[O-])c(O)c1 | 106 | -6 | 0.6 | 10 | 0.8 | 16 | 2 | 24 | 109
S=c1[nH]nc(Cc2sc(-c3ccccc3)nc2-c2ccccc2)o1 | x | 13 | 1.4 | x | 2.6 | -13 | 1 | 90* | x
CCOc1ccccc1NC(=O)N1CCc2ccccc2C1 | 98 | -7 | -2.0 | 5 | -0.9 | -1 | 1 | 3 | 99
COc1ccc(NC(=O)CN(C)C(=O)CCNS(=O)(=O)c2ccc(Br)cc2)cc1 | 100 | -11 | -1.1 | 6 | 5.3 | 7 | -4 | 23 | 104
COc1ccc(-c2csc(Nc3ccc(C)cn3)n2)cc1OC | 143* | -15 | -0.3 | 8 | -1.4 | 9 | -8 | 4 | 142
Cc1cc(C)nc(CCNC(=O)c2cc(COc3ccccc3)on2)n1 | 97 | 27* | -0.2 | 0 | 0.8 | 12 | -2 | 43 | 102
Cn1nc(C(=O)OCc2ccc(F)cc2)c2ccccc2c1=O | 113 | -9 | 2.7 | 1 | 3.7 | 22 | -7 | 48 | 114
Cc1cc(S(=O)(=O)Nc2cccc(Cl)c2)c(C)s1 | 107 | -27 | -1.9 | 13 | -0.7 | -4 | -6 | 2 | 126
CC(=O)N1CCC(N(CCN2CCOCC2)C(=S)Nc2ccc(C)c(C)c2)CC1 | 107 | -1 | -0.6 | -1 | -1.0 | 0 | 3 | 14 | 102
O=C(COC(=O)CSc1cccc2cccc(Cl)c12)Nc1ncc(C(F)(F)F)cc1Cl | 101 | 4 | -2.3 | 13 | -1.0 | 9 | 5 | 1 | 106
COc1ccc(Nc2nc(NCCCN3CCOCC3)nc(N)c2[N+](=O)[O-])cc1 | 105 | -18 | 1.3 | 15 | 1.1 | 14 | 2 | 16 | 106
CC(=O)Nc1ccc(C(=O)NCC(c2ccco2)N(C)C)cc1 (configuration not stated) | 98 | 8 | 1.9 | 3 | 0.9 | 9 | 12 | 35 | 102
COc1ccc(Cc2n[nH]c(=S)n(N)c2=O)cc1 | 103 | -14 | -0.5 | 7 | 1.1 | -9 | -3 | 12 | 98
CCOC(=O)CC(=O)CSc1nc(-c2ccccc2)cc(-c2ccccc2)c1C#N | 102 | -2 | -0.4 | 11 | 2.5 | 26 | -4 | 3 | 88
CC(C)NC(=O)COC(=O)/C=C/c1ccco1 | 103 | -9 | 0.2 | -2 | 0.5 | -14 | 4 | -6 | 103
O=C(CNC(=O)c1ccco1)NCC(=O)OCC(=O)c1ccc(Cl)c([N+](=O)[O-])c1 | 99 | 1 | -0.2 | 3 | 1.0 | 10 | 1 | 19 | 96
O=C(COC(=O)CCC(=O)c1cccs1)NCc1cccs1 | 102 | -10 | -0.1 | -4 | 0.0 | 1 | 0 | 28 | 99
C/C(=N/NC(=O)CSCc1ccc(Cl)cc1)c1cccc(NC(=O)c2ccccc2)c1 | 106 | -1 | 0.7 | 1 | 0.4 | 19 | -1 | 37 | 102
CCOc1ccc(C(CC(=O)O)NS(=O)(=O)c2ccc(C)cc2)cc1OC (configuration not stated) | x | 1 | 0.2 | x | 1.6 | 21 | -5 | 18 | x
Cc1c(NC(=O)Nc2c(Cl)cccc2Cl)c(=O)n(-c2ccccc2)n1C | 98 | -3 | -0.6 | 8 | 0.7 | 21 | -5 | 16 | 100
Cc1nc(NCCc2ccc(F)cc2)c2nnn(Cc3ccccc3)c2n1 | 106 | -13 | -1.1 | 3 | 0.2 | 24 | -9 | 8 | 100
O=C(N/N=C/c1ccc(OCC(=O)N2CCOCC2)cc1)c1ccccc1Cl | 109 | -6 | 1.1 | 12 | 1.3 | 8 | -6 | 38 | 112
COCCCn1c(C(=O)NC2CCCCC2C)cc2c(=O)n3cccc(C)c3nc21 (configuration not stated) | 95 | -7 | -0.4 | -2 | 0.5 | 32 | -1 | 33 | 93
COc1ccc(/C=C/C(=O)O)cc1S(=O)(=O)NCc1cccnc1 | 95 | -3 | 0.0 | -6 | -0.4 | -19 | -2 | x | 104
O=C(NC1CCCCC1)C(c1ccc(F)cc1)N(CCN1CCOCC1)C(=O)c1ccc(-c2ccccc2)[nH]1 (configuration not stated) | 104 | -10 | 1.4 | 2 | 0.9 | -18 | -8 | -10 | 100
COc1ccc(N2C(=O)C3CCCN3C2c2cccc(OC)c2)cc1 (configuration not stated) | 100 | -11 | 1.0 | 1 | 0.3 | -8 | 8 | -18 | 101
NC(=O)N/N=C/c1cccc(C(F)(F)F)c1 | 94 | -14 | 0.8 | -2 | 0.2 | 1 | -6 | 12 | 97
COc1ccc(S(=O)(=O)Nc2ccc3c(c2)COC3=O)cc1OC | 106 | -10 | 0.6 | 1 | 0.6 | -20 | -4 | 11 | 102
COc1ccc2c(c1)CC(C1(O)C(=O)N(C)c3ccccc31)C2=O (configuration not stated) | 101 | -7 | -0.5 | 3 | -0.4 | -12 | -4 | -8 | 102
CCOCCSc1n[nH]c(=O)n1CCc1ccccc1 | 99 | 6 | 0.5 | 7 | 0.7 | 19 | -9 | x | 103
CCOC(=O)C1=C(C)N(CCO)C(=O)NC1c1ccccc1 (configuration not stated) | 79 | 5 | 0.0 | -4 | 0.4 | 13 | x | -8 | 84
O=C(c1ccc(Cl)c(Cl)c1)N1CCOCC1 | 106 | 3 | 0.4 | 4 | 0.5 | -64 | 1 | 6 | 103
CS(=O)(=O)c1ccc(CNC(=O)C2(C(F)(F)F)C/C(=C\Cc3ccccc3)CCCO2)cc1 (configuration not stated) | 81*[inhibitor] | x | 0.5 | -7 | -0.6 | x | 1 | x | 85
COc1cc(/C=N/O)ccc1OCc1ccc(C(=O)O)cc1 | 92 | 2 | -1.3 | -2 | -0.9 | 2 | -5 | 3 | 94
COc1ccc(/C=N/n2c(C3CCCCC3)n[nH]c2=S)c(OC)c1 | 99 | 0 | -2.7 | -1 | -0.8 | -9 | -11 | -5 | 96
OC(COCC1COc2ccccc2O1)CN1CCN(c2ccccn2)CC1 (configuration not stated) | 114 | -14 | 0.3 | 24* | 1.3 | 16 | -5 | -7 | 117
NC(=O)C1CCN(c2ccc(C(F)(F)F)cc2[N+](=O)[O-])CC1 | 86 | -11 | 2.4 | 4 | 1.1 | 5 | -6 | -1 | 93
CCCCN(CCCC)S(=O)(=O)c1ccc(N2CCCC2=O)c([N+](=O)[O-])c1 | 101 | 3 | -1.6 | -1 | -0.2 | x | -2 | x | 100
O=C(CSc1nnc(-c2ccccc2Cl)o1)N1CCCCC1 | 102 | -5 | -0.9 | 6 | 0.5 | 37 | 3 | 10 | 102
COc1cccc(-c2nnc(SCC3CNC(=O)O3)n2-c2ccc(Cl)cc2)c1 (configuration not stated) | 101 | -9 | -0.4 | 11 | 0.5 | 23 | -4 | -7 | 102
COc1cc(OC)cc(C(=O)NC(C)CNc2ccc(Cl)cc2[N+](=O)[O-])c1 (configuration not stated) | 103 | -1 | -1.5 | 4 | 3.0 | -2 | -5 | 9 | 104
Cc1cc(NC(=O)CC23CC4CC(C2)CC(CC(=O)Nc2cc(C)on2)(C4)C3)no1 | 101 | -12 | -2.1 | 1 | -1.2 | 6 | -6 | 9 | 98
Cc1cc(C)c(-c2csc(NC(=O)c3n[nH]c(=O)c4ccccc34)n2)c(C)c1 | 103 | -3 | 0.4 | 13 | -0.4 | 18 | 1 | -8 | 106
O=C(CSc1nc2ccsc2c(=O)n1NC(=O)c1ccccc1)NCc1ccco1 | 104 | 2 | -0.2 | 6 | -0.3 | 4 | -6 | 52 | 107
O=C(CCCC(=O)N(CC(=O)NC1CCCCC1)c1ccc(F)cc1)Nc1ccccn1 | 100 | 0 | -0.8 | 0 | 0.2 | 9 | -3 | -4 | 99
COc1ccc(CCN(C)C(=O)N2CCOCC2)cc1OC | 108 | -6 | -0.5 | 4 | -0.1 | -3 | -1 | -23 | 105
CC1(C)CC2CC(C)(CN2S(=O)(=O)c2ccc(C(=O)Nc3cccc(S(=O)(=O)N4CCOCC4)c3)cc2)C1 (configuration not stated) | 99 | 9 | 2.6 | -1 | 0.8 | 15 | 87* | -5 | 107

By substructure, the compounds so far containing a thiophene ring, fused or not
SMILES | MEKK3 PB1 HTS | GPR7 antagonist | OXTR agonist | MEKK2 mut-MEK5 | V1R ag counter | NALP1 yeast inh | GalR3 antagonist | PHOSPHO1 block | MEKK2wt PB1 HTS
CCCn1nc(NC(=O)c2cccs2)c2cc3cc(OC)ccc3nc21 | 98 | -26 | -2.5 | -2 | -1.2 | 17 | 0 | 4 | 102
Cc1cc(S(=O)(=O)Nc2cccc(Cl)c2)c(C)s1 | 107 | -27 | -1.9 | 13 | -0.7 | -4 | -6 | 2 | 126
O=C(COC(=O)CCC(=O)c1cccs1)NCc1cccs1 | 102 | -10 | -0.1 | -4 | 0.0 | 1 | 0 | 28 | 99
O=C(CSc1nc2ccsc2c(=O)n1NC(=O)c1ccccc1)NCc1ccco1 | 104 | 2 | -0.2 | 6 | -0.3 | 4 | -6 | 52 | 107
